Source: PubChem BioAssay
EBI2 block: blocks human EBI2 receptor beta-arrestin signaling | P32249 | EBI2 beta-arrestin recruitment, luminescence, 7a,25-OHC stimulated | inhibition, % at 5 µM | 0.81% of 360,000 active; in the data active means inhibition above about 38%;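 further: enzyme fragment complementation signal reports receptor beta-arrestin coupling in cells; 0% = agonist plus DMSO wells and 100% = wells without agonist; some results beyond the cut were filed as inactive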
Target sequence (P32249 whole entry, looked up, the tested form may be a part): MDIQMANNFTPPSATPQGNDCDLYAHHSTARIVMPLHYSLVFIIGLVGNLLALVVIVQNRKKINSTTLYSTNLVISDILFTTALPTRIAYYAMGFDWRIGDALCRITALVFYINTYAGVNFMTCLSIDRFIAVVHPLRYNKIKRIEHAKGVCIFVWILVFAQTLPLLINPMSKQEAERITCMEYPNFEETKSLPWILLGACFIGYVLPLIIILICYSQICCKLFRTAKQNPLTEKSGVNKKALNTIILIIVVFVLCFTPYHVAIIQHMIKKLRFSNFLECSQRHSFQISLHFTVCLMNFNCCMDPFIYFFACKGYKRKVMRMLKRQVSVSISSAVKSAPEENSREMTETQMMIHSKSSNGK
APJ antag: blocks the human apelin receptor APJ. CHO-K1 APJ beta-arrestin complementation, luminescence. 0.32% of 330,000 active. inhibition, % at 20 µM;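 active means inhibition above about 40% at 20 µM, limit read from the data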;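 further: cells challenged with 10 nM apelin-13 agonist together with compound; plate controls were apelin-13 plus DMSO wells for no effect and DMSO wells lacking apelin-13 for full effect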
CCR6 antagonist: antagonists of human CCR6 receptor. inhibition, % at 20 µM. 0.49% of 340,000 active. AID 493098. CHO-K1 CCR6 PathHunter beta-arrestin, luminescence, CCL20-stimulated. P51684;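 active means compounds whose inhibition of the agonist-driven luminescence signal at 20 µM reaches about 50%, limit read from the data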;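 further: cells stimulated with CCL20 at 14 nM final; plate controls were DMSO with CCL20 for no effect and DMSO without agonist for full effect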
Gli-Sufu block: antagonists of Gli-Sufu signaling. 0.74% of 340,000 active. inhibition, % at 5 µM. Sufu-KO-LIGHT fibroblasts, Gli luciferase reporter luminescence;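 active means inhibition above about 55%, limit read from the data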;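 further: 0% = DMSO-treated cells and 100% = wells with medium but no cells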
UBC13 inh: blocks human UBC13 polyubiquitin chain formation; P61088; TR-FRET; inhibition, % at 20 µM; 0.47% of 330,000 active; AID 485273; in the data active means inhibition above about 45%, passing the limit was not always enough
Target sequence (P61088 whole entry, looked up): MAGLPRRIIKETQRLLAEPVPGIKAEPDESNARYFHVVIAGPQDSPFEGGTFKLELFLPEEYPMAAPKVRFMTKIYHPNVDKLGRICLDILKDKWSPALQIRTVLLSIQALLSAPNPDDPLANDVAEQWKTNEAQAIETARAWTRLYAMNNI
Jurkat NFkB inh: lowers PMA/ionomycin-induced NF-kB signal in Jurkat cells; PMA/ionomycin-induced NF-kB luciferase reporter, luminescence; inhibition, % at 4 µM; 0.53% of 330,000 active; in the data active means inhibition above about 50%
697 NFkB inh: inhibitors of the PMA/ionomycin-induced NF-kB reporter in 697 B cells. 697 B-cell NF-kB luciferase reporter, 16 h. inhibition, % at 4 µM. 0.33% of 330,000 active. AID 435022; in the data active means inhibition above about 35%
CXCR6 block: blocks human CXCR6 beta-arrestin recruitment; CHO-K1 PathHunter CXCR6 beta-arrestin, luminescence; inhibition, % at 20 µM; 0.36% of 360,000 active; AID 602244; in the data active means inhibition above about 34%, passing the limit was not always enough;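 further: antagonist mode with CXCL16 agonist at 10 nM final; 0% = 10 nM CXCL16 with DMSO and 100% = unstimulated wells without agonist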
Target sequence (O00574 whole entry, looked up): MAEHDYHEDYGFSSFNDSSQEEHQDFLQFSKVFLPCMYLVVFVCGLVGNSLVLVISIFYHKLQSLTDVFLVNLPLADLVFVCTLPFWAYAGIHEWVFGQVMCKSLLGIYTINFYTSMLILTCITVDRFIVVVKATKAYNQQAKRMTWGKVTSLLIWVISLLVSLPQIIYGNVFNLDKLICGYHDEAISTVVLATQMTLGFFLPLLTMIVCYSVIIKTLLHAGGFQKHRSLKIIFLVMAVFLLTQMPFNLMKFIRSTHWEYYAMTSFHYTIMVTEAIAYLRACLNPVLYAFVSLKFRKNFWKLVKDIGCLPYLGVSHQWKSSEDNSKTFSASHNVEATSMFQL
Numbers without * were called inactive; . = not tested or not shown. The order is random (roughly 3% active in at least one column).

smiles,EBI2 block,APJ antag,CCR6 antagonist,Gli-Sufu block,UBC13 inh,Jurkat NFkB inh,697 NFkB inh,CXCR6 block
COC(=O)CCCC(=O)N(C)CC1CCCN(CCc2ccccc2C)C1 (stereo unspecified),-13,.,5,-10,.,.,.,4
Cc1ccc(N=C2NC(=O)/C(=C/c3cccn3C)S2)c(C)c1,3,22,3,3,-12,7,-6,9
Cc1cc(N/N=C/c2ccc(Cl)cc2)nc(NCc2ccccc2)n1,20,-9,-4,19,14,2,-13,3
N#Cc1ccccc1OCC(=O)NCc1ccccc1CN1CCCC1,-4,11,7,3,9,-23,6,5
COc1ccc2cc(C#N)c(SCC(=O)Nc3nonc3C)nc2c1,4,9,16,7,6,1,-17,8
CC(C)OCCCNC(=O)COc1ccc2oc3c(c2c1)CCCC3,11,1,21,8,-2,-17,-6,-4
COC(=O)/N=C(/Cc1ccc(OC)cc1)c1ccc(OC)cc1,-6,4,28,13,-1,17,-8,-1
COc1cc(C(=O)Nc2cccc(C(C)=O)c2)cc(OC)c1OC,-4,6,-7,1,7,-7,14,-3

smiles,EBI2 block,APJ antag,CCR6 antagonist,Gli-Sufu block,UBC13 inh,Jurkat NFkB inh,697 NFkB inh,CXCR6 block
CCC(C)Oc1ccc(C(=O)Nc2ccc(CN3CCOCC3)cc2)cc1 (stereo unspecified),-1,-2,3,5,8,19,-32,-9
O=C(NCc1ccccc1)C1CCC1,-8,16,2,0,10,8,19,3
Cc1cc(C)cc(NC(=S)Nc2ccc(Cl)c(Cl)c2)c1,-3,4,0,9,7,-8,22,-2
CCc1nc2ccc(C(=O)N3CCN(c4cccc(C(F)(F)F)c4)CC3)cc2nc1CC,-4,9,4,7,-2,-5,-48,12
CN(/C(=N/S(=O)(=O)c1cccs1)c1ccccc1)c1ccc(O)cc1,5,-21,4,0,-12,1,1,-8
O=C(c1ccccc1)N1CCN(Cc2ccccc2)CC1,-1,12,5,4,0,-2,-12,-1
Cn1c(NCC(O)c2ccccc2)nc2c1c(=O)n(Cc1ccc(Cl)c(Cl)c1)c(=O)n2C (stereo unspecified),19,-3,-12,20,7,-11,-19,-15
CNC(=O)/C(C#N)=C/c1c(N2CCCCCC2)nc2ccccn2c1=O,-4,16,-3,1,-5,-6,-1,-12

smiles,EBI2 block,APJ antag,CCR6 antagonist,Gli-Sufu block,UBC13 inh,Jurkat NFkB inh,697 NFkB inh,CXCR6 block
CCOC(=O)c1cc(-c2ccccc2)sc1NC(=O)c1ccc(OC)cc1,.,-12,-15,-5,4,-39,-48,.
Nc1ncnc2nc(SCCc3ccccc3)[nH]c12,-5,11,8,-5,22,8,13,-2
Cc1ccc(NC(=S)Nc2cccc3ccccc23)cc1F,-8,-147,17,-2,-48,-78,-132,-4
Cc1csc2c(=O)n3c(nc12)CCCCC3,-1,0,-3,4,14,9,16,0
CC1C=CCC2C(=O)N(c3cccc(C(=O)NCCc4ccccc4)c3)C(=O)C12 (stereo unspecified),-1,9,9,8,6,2,-2,0
COc1ccc(OC)c(NC(=O)Cn2cccc2)c1,-7,7,-22,2,8,2,28,4
Nc1c(N(Cc2ccccc2)C(=O)COc2cccc(Cl)c2)c(=O)[nH]c(=O)n1Cc1ccccc1,6,18,6,2,0,16,-11,0
COc1cccc(C2C(C#N)=C(N)Oc3cc(C)[nH]c(=O)c32)c1OC (stereo unspecified),1,11,10,-3,6,23,13,9

smiles,EBI2 block,APJ antag,CCR6 antagonist,Gli-Sufu block,UBC13 inh,Jurkat NFkB inh,697 NFkB inh,CXCR6 block
Nc1cc(=O)[nH]c(SCC(=O)Nc2ccc(Oc3ccccc3)cc2)n1,8,12,10,-15,-4,10,-12,-1
Cc1cccc(NC(=S)N2CCN(C(=O)c3ccco3)CC2)c1,-25,-1,6,6,-8,-9,-28,6
CCC1CN(C(=O)N2CCC(C(=O)NCc3ccccc3C)CC2)c2ccccc2O1 (stereo unspecified),3,8,11,15,1,1,-1,-1
CC(=O)Nc1ccc(CNC(=O)C[N+]2(C)CCOCC2)cc1,3,9,1,0,1,6,6,2
CC(C)(C)C1c2[nH]c3ccccc3c2CCN1CCCn1cccn1 (stereo unspecified),2,20,10,14,7,5,-14,-3
CC1(C)CC(=O)C=C(c2ccc(Oc3ccccc3)cc2)C1,-8,7,11,-66,-2,-65,-76,3
O=C(NC1CCSc2ccccc21)c1cc([N+](=O)[O-])ccc1N1CCOCC1 (stereo unspecified),13,19,12,9,-1,26,6,3
O=C(CN1c2ccccc2Sc2ccccc21)N/N=C/c1ccc(Cl)cc1Cl,-16,-14,1,16,-9,3,4,4

smiles,EBI2 block,APJ antag,CCR6 antagonist,Gli-Sufu block,UBC13 inh,Jurkat NFkB inh,697 NFkB inh,CXCR6 block
COc1cc(NC(=O)COc2ccccc2Cl)ccc1NC(=O)c1cccs1,-11,8,19,-14,10,-5,16,3
Cc1ccc(SCc2cn3cccnc3n2)cc1,-7,17,2,-31,2,-23,-32,-6
COc1ccc(Cl)cc1NC(=O)CCc1nnc2ccc(N3CCC4(CC3)OCCO4)nn12,-4,0,0,-9,-8,-2,-5,-2
CCCCCc1c(O)c2ccccc2[nH]c1=O,-10,12,-7,6,-2,-9,-22,0
CC(C)Cc1nnc(NC(=O)CSc2ccccn2)s1,-2,-4,12,-20,-2,-20,-6,2
Cc1cc2ccccn2c1C(=O)c1ccc(C#N)cc1,0,13,17,3,0,6,-12,-5
COc1cccc(C2CC(c3c(Cl)cccc3Cl)n3nc(N)nc3N2)c1 (stereo unspecified),-16,19,-10,5,4,21,13,9
CC(C)c1cc(C(=O)Nc2ccc3c(c2)OCO3)no1,-3,4,16,-108,-3,-107,-126,-14

smiles,EBI2 block,APJ antag,CCR6 antagonist,Gli-Sufu block,UBC13 inh,Jurkat NFkB inh,697 NFkB inh,CXCR6 block
Cc1ccn(CCC(=O)N2CCCC(CCC(=O)N3CCN(c4ccccn4)CC3)C2)n1 (stereo unspecified),-6,5,-5,6,-3,-9,-1,2
C/C(CCc1ccccc1)=N\NC(=O)CCc1ccccc1,-7,-1,0,-10,1,0,10,0
CCN(CC)S(=O)(=O)c1ccc(NC(=S)NC(=O)C2CCC2)cc1,0,-13,39,5,-12,19,-30,8
CC1CC2=C(NC(=S)NC2c2ccc(F)cc2)/C(=C/c2ccc(F)cc2)C1 (stereo unspecified),-7,16,10,2,-5,-11,-3,1
[O-]/C(=C(\C(=S)Nc1cccc2ccccc12)[n+]1ccccc1)c1cccs1,3,-51,6,-1,-8,-7,4,-2
CN(CC(=O)Nc1cccnc1)S(=O)(=O)c1ccccc1,5,0,-15,36,-3,7,-1,4
CCC(C)NC(=O)N1c2ccccc2Sc2ccccc21 (stereo unspecified),5,-15,-1,-4,6,-5,8,-1
COc1ccc(CNC(=O)C(C)N2C(=O)COc3ccc(C)cc32)c(OC)c1 (stereo unspecified),-2,-5,7,5,4,-10,8,-2

A draw from above in order of formula weight, lowest first:
smiles,EBI2 block,APJ antag,CCR6 antagonist,Gli-Sufu block,UBC13 inh,Jurkat NFkB inh,697 NFkB inh,CXCR6 block
CCCCCc1c(O)c2ccccc2[nH]c1=O,-10,12,-7,6,-2,-9,-22,0
Cc1ccc(SCc2cn3cccnc3n2)cc1,-7,17,2,-31,2,-23,-32,-6
Cc1cc2ccccn2c1C(=O)c1ccc(C#N)cc1,0,13,17,3,0,6,-12,-5
CC(C)c1cc(C(=O)Nc2ccc3c(c2)OCO3)no1,-3,4,16,-108,-3,-107,-126,-14
CC1(C)CC(=O)C=C(c2ccc(Oc3ccccc3)cc2)C1,-8,7,11,-66,-2,-65,-76,3
C/C(CCc1ccccc1)=N\NC(=O)CCc1ccccc1,-7,-1,0,-10,1,0,10,0
CN(CC(=O)Nc1cccnc1)S(=O)(=O)c1ccccc1,5,0,-15,36,-3,7,-1,4
CC(=O)Nc1ccc(CNC(=O)C[N+]2(C)CCOCC2)cc1,3,9,1,0,1,6,6,2
CC(C)Cc1nnc(NC(=O)CSc2ccccn2)s1,-2,-4,12,-20,-2,-20,-6,2
CC(C)(C)C1c2[nH]c3ccccc3c2CCN1CCCn1cccn1 (stereo unspecified),2,20,10,14,7,5,-14,-3
CCN(CC)S(=O)(=O)c1ccc(NC(=S)NC(=O)C2CCC2)cc1,0,-13,39,5,-12,19,-30,8
CC1CC2=C(NC(=S)NC2c2ccc(F)cc2)/C(=C/c2ccc(F)cc2)C1 (stereo unspecified),-7,16,10,2,-5,-11,-3,1
COc1ccc(CNC(=O)C(C)N2C(=O)COc3ccc(C)cc32)c(OC)c1 (stereo unspecified),-2,-5,7,5,4,-10,8,-2
COc1cccc(C2CC(c3c(Cl)cccc3Cl)n3nc(N)nc3N2)c1 (stereo unspecified),-16,19,-10,5,4,21,13,9
O=C(NC1CCSc2ccccc21)c1cc([N+](=O)[O-])ccc1N1CCOCC1 (stereo unspecified),13,19,12,9,-1,26,6,3
COc1cc(NC(=O)COc2ccccc2Cl)ccc1NC(=O)c1cccs1,-11,8,19,-14,10,-5,16,3
O=C(CN1c2ccccc2Sc2ccccc21)N/N=C/c1ccc(Cl)cc1Cl,-16,-14,1,16,-9,3,4,4
COc1ccc(Cl)cc1NC(=O)CCc1nnc2ccc(N3CCC4(CC3)OCCO4)nn12,-4,0,0,-9,-8,-2,-5,-2

(more compounds)
smiles,EBI2 block,APJ antag,CCR6 antagonist,Gli-Sufu block,UBC13 inh,Jurkat NFkB inh,697 NFkB inh,CXCR6 block
O=C(O)/C(=C/c1ccc(Cl)c([N+](=O)[O-])c1)c1ccc(S(=O)(=O)N2CCCCC2)s1,1,.,1,2,.,.,.,-5
COCCn1c(N)c(Sc2ccc([N+](=O)[O-])cc2)c(=O)[nH]c1=O,2,6,4,0,7,-8,26,4
NC(=O)C(c1ccc(Cl)cc1)c1ccc(Sc2ccc(Cl)cc2)nn1 (stereo unspecified),15,-2,5,20,-2,11,-5,-16
CC12CCC(=O)N1C(C(=O)Nc1cccc(S(=O)(=O)N3CCCCCC3)c1)CS2 (stereo unspecified),-3,-5,19,3,-6,7,-9,-3
CCOC(=O)Cc1c(C)nc2c(C#N)c[nH]n2c1=O,-6,-5,17,.,4,-5,1,7
Cc1cc(C)n(-c2c(C)[nH]c3ccccc23)n1,10,4,-8,5,-4,6,10,-5
